# Compound activity (PubChem BioAssay)
# Tb PFK inh = qHTS Assay to Find Inhibitors of T. brucei phosphofructokinase | AID 485367, 2010 | T. brucei PFK, ADP-Glo luminescence | 330,000 tested, 0.17% active | Potency, µM (top dose mostly 57.5 µM), without a hit: at the highest dose activity, negative = inhibition, hits mostly inhibitors | ATP-dependent 6-phosphofructokinase (Trypanosoma brucei brucei), O15648;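 further: potency means the concentration at half of the fitted maximal effect; 0% = uninhibited 1x PFK enzyme wells and -100% = no-enzyme wells; nearly all actives have a fitted effect of over 60% in size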
#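 Compounds were pin-transferred as a titration series up to 57 uM into substrate buffer (0.5 mM F6P, 0.1 mM ATP, pH 8.0), then 1.25 nM PFK was added and reactions ran 45 min before ADP-Glo detection.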
# AT treatment = qHTS Assay for Identifying a Potential Treatment of Ataxia-Telangiectasia | AID 485349, 2010 | […] A-T fibroblasts, KAP-1 phosphorylation AlphaLISA; neocarzinostatin DNA damage 30 min before lysis | Potency, µM (series often up to 57.5 µM), without a hit: at the highest dose activation, hits mostly activators | 320,000 tested, 0.19% active; further: potency means the concentration at half of the fitted maximal effect; % of control where 0% means no effect; nearly all actives have a fitted effect of over 45% in size
#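 hTERT-immortalized A-T patient fibroblasts ([…]), 500 cells/well in OPTI-MEM, 1% FBS, got compounds for 60 min, then NCS for 30 min at 37C. Lysates were then assayed for phospho-KAP-1 by AlphaLISA (anti-pKAP1 donor, anti-KAP1 acceptor beads), 6 hr at 25C.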
# TSHR antag = Antagonists of the Thyroid Stimulating Hormone Receptor: HTS campaign; TSHR-expressing cells, TSH-stimulated cAMP HTRF, 2 h; stronger effect = lower value; activity change, negative = inhibition, % at 11.5 µM; AID 504810, 2011; Thyrotropin receptor (Homo sapiens), P16473; 330,000 tested, 0.2% active;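 active means activity change below a set negative limit, meaning inhibition stronger than a set level, cut at about -70% in these data; inconclusive means activity change between two set negative limits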; further: on the % scale 0 is the no-effect control and ±100 the full control effect
# Target sequence (P16473 whole entry, looked up): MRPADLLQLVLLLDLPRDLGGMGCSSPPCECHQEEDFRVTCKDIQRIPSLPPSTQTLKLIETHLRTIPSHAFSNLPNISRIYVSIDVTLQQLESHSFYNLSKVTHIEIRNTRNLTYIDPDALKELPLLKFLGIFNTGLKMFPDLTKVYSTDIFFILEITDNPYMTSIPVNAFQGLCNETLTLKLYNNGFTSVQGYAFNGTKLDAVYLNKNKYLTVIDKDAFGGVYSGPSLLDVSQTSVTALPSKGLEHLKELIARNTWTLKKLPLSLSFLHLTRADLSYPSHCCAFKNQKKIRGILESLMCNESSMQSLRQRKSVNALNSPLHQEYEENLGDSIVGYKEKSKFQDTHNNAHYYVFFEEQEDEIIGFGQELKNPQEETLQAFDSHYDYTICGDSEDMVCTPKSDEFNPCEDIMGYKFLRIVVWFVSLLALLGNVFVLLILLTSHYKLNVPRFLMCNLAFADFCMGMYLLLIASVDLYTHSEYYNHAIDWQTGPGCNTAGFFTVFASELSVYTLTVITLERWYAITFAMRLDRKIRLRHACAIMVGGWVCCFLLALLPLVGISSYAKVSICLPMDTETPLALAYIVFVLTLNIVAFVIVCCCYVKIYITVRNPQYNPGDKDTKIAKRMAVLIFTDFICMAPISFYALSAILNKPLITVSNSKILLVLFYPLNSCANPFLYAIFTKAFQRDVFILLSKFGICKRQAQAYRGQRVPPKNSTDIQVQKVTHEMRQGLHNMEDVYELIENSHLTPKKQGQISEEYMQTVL
#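 Competitive HTRF cAMP read-out (cryptate anti-cAMP antibody, cAMP-d2; 30 min, room temperature) in freshly harvested TSHR cells. Compounds added before TSH at EC80 (4nM final), followed by 2 hours' incubation at 37 deg C.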
# Giardia killer = Small Molecules that selectively kill Giardia lamblia: qHTS; 340,000 tested, 0.15% active; Giardia lamblia trophozoite viability; activity change, % at 7.66 µM, hits read low; in the data active means activity change below about -80%; inconclusive means between about -30% and that limit;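 further: parasites exposed to compound for two days anaerobically before the ATP read; on the % scale 0 is the no-effect control and ±100 the full control effect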
#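 Killing of trophozoites was scored by loss of ATP luminescence after a 48 hrs anaerobic exposure to compounds at 37 deg C, using 100 cells per well.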
# Coupling enz = qHTS Assay for Inhibitors of Fructose-1,6-bisphosphate Aldolase from Giardia Lamblia: Coupling assay counterscreen | coupling enzyme system counterscreen, AmpLite Red fluorescence | AID 2472, 2010 | activity change, negative = inhibition, % at 58.2 µM, hits read low | 290,000 tested, 0.67% active; in the data active means activity change below about -30%; further: on the % scale 0 is the no-effect control and ±100 the full control effect
#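 Final compound at 57.5 uM, incubated 10 min at RT with coupling enzyme reagent (glyceraldehyde-3-phosphate), then 20 min with substrate and AmpLite Red detection. Fluorescence read at 525/598 nm; tests interference with the coupling assay, not aldolase inhibition.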
# KCNH2 WT inh = qHTS for Inhibitors of KCHN2 3.1: Wildtype qHTS. Voltage-gated inwardly rectifying potassium channel KCNH2 (Homo sapiens), Q12809. U2OS, BacMam KCNH2, thallium flux FluxOr; stronger effect = lower value. activity change, % at 1.84 µM. 340,000 tested, 0.37% active;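 active means maximum activity change below -70%; inconclusive means maximum activity change between -70% and -50%; inactive means maximum activity change above -50%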; further: on the % scale 0 is the no-effect control and ±100 the full control effect
#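 U2OS cells transduced with wild-type KCNH2 virus are loaded with FluxOr dye for 45 min, and thallium flux is measured in kinetic reads before and after stimulation buffer. Rate constants are normalized to DMSO controls.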
# BCR signal inh = qHTS Assay to Find Inhibitors of Chronic Active B-Cell Receptor Signaling | ABC-DLBCL IkBa-CBG/CBR reporter, luminescence ratio, 4 h | Potency, µM (doses to about 46.1 µM), for the others: at the top dose ratio change, negative = lower green/red ratio, hits mostly inhibitors | 340,000 tested, 0.05% active | AID 493014, 2011; active means well fitted inhibition curve with a large enough effect in the signal ratio, with a control signal flat, not every such curve was filed as active; inconclusive means small, poorly fitted or top-dose-only effect, or effect the other way, or a change in a side signal; the % refers to the signal ratio;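 further: potency means the concentration at half of the fitted maximal effect; plate controls were basal doxycycline-induced cells for no effect and cells given 10 µM MG132 for full effect; MG132 reads +100%, hits lower the ratio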
#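 Cell line TMD8 (human ABC DLBCL), stably expressing tet-inducible CBG68-IkBa fusion and CBR; IMDM/0.5% FBS; cpd up to 46 uM; dox induction, 4 h, 37C/5% CO2; dual luminescence; green/red ratio; MG132 control.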
# MLL CXXC-DNA inh = qHTS Fluorescence Polarization Assay for Inhibitors of MLL CXXC domain - DNA interaction | Histone-lysine N-methyltransferase 2A (Homo sapiens), Q03164 | 290,000 tested, 0.037% active | MLL-CXXC / FITC-HOXA9 DNA fluorescence polarization | AID 2662, 2010 | Potency, µM (titrated, usually from 115 µM), inactives show at the highest dose activity change, negative = inhibition, most hits filed as inhibitors; active means well fitted inhibition curve with a large enough effect in the polarisation, with a control signal flat, not every such curve was filed as active; inconclusive means small, poorly fitted or top-dose-only effect, or effect the other way, or a change in a side signal; inactive means no such curve, though single readings can be large or run the other way; the % refers to the polarisation; further: potency means the concentration at half of the fitted maximal effect
#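 Purified MLL-CXXC (added from a 7 uM solution) was preincubated 5 min at ambient with pinned compounds in 50 mM Tris-HCl pH 7.5, 50 mM NaCl, 1 mM DTT, 0.05% BSA. Fluorescein-labeled HOX-A9 DNA (50 nM solution) followed, 30 min, then polarization read.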
# GALK inhibitor = qHTS Assay for Inhibitors of Human Galactokinase (GALK). 270,000 tested, 0.007% active. Purified GALK, Kinase-Glo residual ATP luminescence. AID 1868, 2009. P51570. Potency, µM (series often up to 57.5 µM), inactives show at the highest dose activity change, negative = inhibition, hits mostly inhibitors; further: potency means the concentration at half of the fitted maximal effect; on the % scale 0 is the no-effect control and ±100 the full control effect
#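 Luminescence from leftover ATP (Ultra-Glo luciferase/luciferin) served as read-out after a 1 h room-temperature reaction of 5 nM GALK with 35 uM ATP and 100 uM galactose.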
# TCR act = Activators of T cell receptors: qHTS campaign; primary human leukocytes, anti-CD3, IL-2 HTRF, 48 h; Potency, µM (titrated, usually from 9.22 µM), for inactives: at the highest dose activation of IL-2 secretion, hits mostly activators; 330,000 tested, under 10 active; further: % of control where 0% means no effect
#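 Primary human leukocytes incubated 48 hr with anti-CD3 beads plus compound, without co-stimulation. Secreted IL-2 measured by HTRF (europium cryptate/d2 anti-IL-2 pair, 320 nm excitation, 665 nm emission).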
# Numbers without * were called inactive; ? = inconclusive; · = not tested or not shown; [ ] = another dose, or the depositor's remark. Unless noted, the call rests on the fitted dose curve; in most records, active means well fitted curve in the direction sought with a large enough effect; inconclusive means small, poorly fitted or top-dose-only effect, or another doubt; inactive means no such curve, though single readings can be large; an effect the other way counts as inactive or inconclusive.
SMILES,Tb PFK inh,AT treatment,TSHR antag,Giardia killer,Coupling enz,KCNH2 WT inh,BCR signal inh,MLL CXXC-DNA inh,GALK inhibitor,TCR act
Cc1nn(-c2ccccc2)c2sc(C(=O)OCN3C(=O)c4ccccc4C3=O)cc12,1%,-1%,-2,·,1,·,-1%,-2%,4%,·
COc1ccccc1Nc1nc(-c2cccnc2)cs1,-1%,-6%,-2,2,1,-1,-28%,7%,-2%,·
N#C/C(=C\c1ccccc1C(F)(F)F)C(=O)Nc1ccccc1,5%,11%,2,-5,0,1,?,7%,0%,7%[46.1 µM]
O=C(O)c1nn(-c2ccc(F)cc2)ccc1=O,0%,27%,-26,0,-2,6,3%,-3%,0%,1%
CCOC(=O)C1=CN(Cc2ccco2)S(=O)(=O)NC1c1ccc(C(F)(F)F)cc1 (stereo not drawn),-3%,9%,19,10,·,-2,8%,·,·,0%[46.1 µM]
CSc1nncc(-c2ccc(F)cc2)n1,0%,-30%,11,-17,-12,7,1%,16%,4%,6%
N#CCCN(CCC#N)S(=O)(=O)c1ccc(C(=O)Nc2nc(-c3ccccc3)c(C(=O)c3ccccc3)s2)cc1,-17%,8%,3,7,1,3,?,-12%,-2%,4%
Cc1nn(CC(=O)N2CCC(C)CC2)c(=O)c2nn(-c3ccccc3)c(C)c12,-3%,10%,-2,-6,5,0,1%,-5%,0%,-6%
CN(C)c1cc[n+](/C(C(=S)Nc2ccc(SC(F)F)cc2)=C(/[O-])c2ccccc2)cc1,-2%,-13%,-5,-3,2,-3,4%,4%,-3%,4%
CC(C)Cn1c(N)c(/C=N/NC(=O)c2ccc(Cl)cc2)c(=O)n(C)c1=O,-3%,-4%,-13,-6,0,13,-1%,7%,-2%,4%
COc1ccccc1NC(=O)C1=C(C)NC(=O)NC1c1ccc(C)cc1 (stereo not drawn),-2%,7%,2,-12,0,14,11%,-7%,1%,1%
CN(C)c1ccc(/C=N/n2c(-c3ccccc3Br)n[nH]c2=S)cc1,-16%,0%,-7,7,3,3,?,0%,-2%,-4%
CCc1ccc(S(=O)(=O)NCC(O)COc2ccc(OC)cc2)cc1 (stereo not drawn),-1%,-2%,-7,6,2,-11,-10%,-1%,·,5%
N#Cc1ccccc1NC(=O)COC(=O)CN1C(=O)C2CCCCC2C1=O (stereo not drawn),0%,-17%,-4,4,·,-4,?,·,·,-6%[46.1 µM]
CCO[C@@H]1OC(C(=O)Nc2ccccc2)=C[C@H](c2ccccc2)[C@H]1CCCO,-1%,-10%,-13,6,-5,·,?,-8%,4%,1%
COc1ccc(OC)c(NC(=O)Cn2c(=O)n(CC3CCCO3)c(=O)c3cc(OC)c(OC)cc32)c1 (stereo not drawn),1%,18%,1,4,3,-4,-4%,-2%,·,5%
Cc1cc(C)nc(N2CCCC(CCC(=O)NCc3ccc(F)c(F)c3)C2)n1 (stereo not drawn),-5%,0%,1,-1,1,3,5%,-3%,1%,-1%
CCOC(=O)C[n+]1c(C)sc2ccc(OC)cc21,-1%,-6%,-2,2,2,-5,?,-4%,1%,2%
Cc1ccc2[nH]c3nc(N/N=C/c4cccc(O)c4)nnc3c2c1,2%,-6%,0,26,-4,-9,?,?,3%,·
CCOC(=O)Cc1nnc(NC(=O)CSc2nnc3c(n2)[nH]c2ccccc23)s1,4%,-4%,0,-5,5,-2,?,18%,0%,-1%

# Reformatted with bars between the fields: ten of the compounds above
canonical_smiles | Tb PFK inh | AT treatment | TSHR antag | Giardia killer | Coupling enz | KCNH2 WT inh | BCR signal inh | MLL CXXC-DNA inh | GALK inhibitor | TCR act
COc1ccccc1NC(=O)C1=C(C)NC(=O)NC1c1ccc(C)cc1 (stereo not drawn) | -2% | 7% | 2 | -12 | 0 | 14 | 11% | -7% | 1% | 1%
CN(C)c1ccc(/C=N/n2c(-c3ccccc3Br)n[nH]c2=S)cc1 | -16% | 0% | -7 | 7 | 3 | 3 | ? | 0% | -2% | -4%
CCc1ccc(S(=O)(=O)NCC(O)COc2ccc(OC)cc2)cc1 (stereo not drawn) | -1% | -2% | -7 | 6 | 2 | -11 | -10% | -1% | · | 5%
N#Cc1ccccc1NC(=O)COC(=O)CN1C(=O)C2CCCCC2C1=O (stereo not drawn) | 0% | -17% | -4 | 4 | · | -4 | ? | · | · | -6%[46.1 µM]
CCO[C@@H]1OC(C(=O)Nc2ccccc2)=C[C@H](c2ccccc2)[C@H]1CCCO | -1% | -10% | -13 | 6 | -5 | · | ? | -8% | 4% | 1%
COc1ccc(OC)c(NC(=O)Cn2c(=O)n(CC3CCCO3)c(=O)c3cc(OC)c(OC)cc32)c1 (stereo not drawn) | 1% | 18% | 1 | 4 | 3 | -4 | -4% | -2% | · | 5%
Cc1cc(C)nc(N2CCCC(CCC(=O)NCc3ccc(F)c(F)c3)C2)n1 (stereo not drawn) | -5% | 0% | 1 | -1 | 1 | 3 | 5% | -3% | 1% | -1%
CCOC(=O)C[n+]1c(C)sc2ccc(OC)cc21 | -1% | -6% | -2 | 2 | 2 | -5 | ? | -4% | 1% | 2%
Cc1ccc2[nH]c3nc(N/N=C/c4cccc(O)c4)nnc3c2c1 | 2% | -6% | 0 | 26 | -4 | -9 | ? | ? | 3% | ·
CCOC(=O)Cc1nnc(NC(=O)CSc2nnc3c(n2)[nH]c2ccccc23)s1 | 4% | -4% | 0 | -5 | 5 | -2 | ? | 18% | 0% | -1%

# Next part
SMILES,Tb PFK inh,AT treatment,TSHR antag,Giardia killer,Coupling enz,KCNH2 WT inh,BCR signal inh,MLL CXXC-DNA inh,GALK inhibitor,TCR act
c1ccc(CN2CCN(c3nc4ccccc4n4cnnc34)CC2)cc1,1%,12%,-10,-7,1,4,?,-2%,2%,-10%
Cc1ccc(NC(=O)[C@@H]2CCCN2S(=O)(=O)c2ccccc2C(F)(F)F)cc1S(=O)(=O)N1CCOCC1,1%,-6%,2,-12,6,4,?,-5%,-3%,7%[46.1 µM]
CCc1cccc(CC)c1-n1c(SCc2cc(=O)n3ccsc3n2)nnc1-c1cccnc1,3%,4%,-3,31[activator],0,5,0%,0%,-1%,-4%
O=c1c(-c2ccccc2Cl)coc2c(CN3CCCCC3)c(O)ccc12,3%,4%,4,-20,0,6,5%,1%,-2%,8%
